Screening data deposited in PubChem by Broad Institute.
PglD inh = inhibitors of Campylobacter jejuni PglD acetyltransferase. inhibition, % at 12.5 µM. purified PglD enzyme, DTNB colorimetric CoA detection. AID 602405. 360,000 compounds, 0.098% hits; in the data active = inhibition above about 16%, passing the limit was not always enough; note: strong numbers were not always called active
Numbers without * were called inactive.

A first look:
SMILES | PglD inh
COc1cccc(/C=N/c2sc(Cc3ccccc3)c(C)c2C(N)=O)c1O | 9
O=C(CN1CCCCC1)NC(=O)NCc1ccccc1 | 3
CCOC(=O)N/N=C/c1ccc(OCCSc2ccc(Cl)cc2)c(OCC)c1 | 6

Main list, previewed entries included:
SMILES | PglD inh
COc1cccc(/C=N/c2sc(Cc3ccccc3)c(C)c2C(N)=O)c1O | 9
O=C(CN1CCCCC1)NC(=O)NCc1ccccc1 | 3
CCOC(=O)N/N=C/c1ccc(OCCSc2ccc(Cl)cc2)c(OCC)c1 | 6
CC(=O)Nc1cccc(Oc2cc(C#N)c(C#N)cc2N2CCOCC2)c1 | -2
CCOC(=O)C(NC(C)=O)(OCc1ccc(F)cc1)C(F)(F)F (stereo unspecified) | 2
COc1c(F)c(F)c(C(=O)Nc2ccccc2N2CCN(C(C)=O)CC2)c(F)c1F | 2
CC1=C(C(=O)OC(C)C)C(c2coc3ccccc3c2=O)C2=C(CCCC2=O)N1 (stereo unspecified) | -2
COCCOC(=O)c1[nH]c2c(c1C)C(=O)CC(c1ccc(N(C)C)cc1)C2 (stereo unspecified) | 3
CCCCn1c(-c2ccncc2)nc2c1c(=O)[nH]c(=O)n2CC(C)C | 6
Cn1c(=O)c(-c2ccccc2)nn2c3ccccc3nc12 | -2
Cc1c(NS(=O)(=O)c2cccs2)c(=O)n(-c2ccccc2)n1C | 4
CC(C)Oc1ccc(C(=O)NC(=S)N2CCOCC2)cc1 | 3
O=C(CC1SC2=NCCN2C1=O)Nc1ccccc1 (stereo unspecified) | 0
CCCc1[nH]nc2c1C(c1c(C)nn(-c3ccccc3)c1Cl)C(C#N)=C(N)O2 (stereo unspecified) | -8
CC(=O)c1c(C)nc(-c2ccc(Cl)cc2)nc1NC(=O)C(C)C | 5
Cc1ccc(-n2nc3ccc(N)cc3n2)cc1 | 5
CCn1c(C)cc(/C=C2\NC(=O)N(Cc3ccccc3)C2=O)c1C | 0
Cn1c2ccccc2c2cc(/C=N/NC(=O)c3ccc(O)cc3O)ccc21 | -1
CCOC(=O)C1=C(C)NC(SC)=NC1c1ccccc1 (stereo unspecified) | 1
Oc1ccccc1C=Nc1ccccc1-c1nc2ccccc2[nH]1 | 6
Cn1c(=O)c2c(nc(CN3CCN(c4ccccc4)CC3)n2CCc2ccccc2)n(C)c1=O | 3
COc1ccc(-c2nnc(N3CCC(C)CC3)c3ccccc23)cc1 | 0
CN(C(=O)C1CCOC1)c1nnc(-c2cccnc2)s1 (stereo unspecified) | 5
CCN(CC)c1ccc(/C=N/NC(=O)c2ccco2)cc1 | -14
CN(C)c1ccc(-c2nn3c(-c4ccccc4Cl)nnc3s2)cc1 | 1
Further records follow:
SMILES | PglD inh
CCC1S/C(=N/C(=O)NC2CCCCC2)NC1=O (stereo unspecified) | 1
CCc1ccccc1NC(=O)Cc1ccc(-n2cccc2)cc1 | 2
Cc1c(NC(=O)C2CCCN2S(=O)(=O)c2ccccc2)c(=O)n(-c2ccccc2)n1C (stereo unspecified) | 9
O=C(CN1C(=O)NC2(CCc3ccccc3C2)C1=O)Nc1ccc(F)cc1 (stereo unspecified) | 3
COC(=O)c1nn(-c2ccc3c(c2)CCN3C(C)=O)cc1O | 0
Cc1ccc(-n2ncc3c(=O)n(CC(=O)OCc4ccccc4)cnc32)cc1 | -1
Cn1c(Cn2c(=O)sc3ccccc32)nnc1SCc1ccccn1 | 1
COc1ccccc1N1CCN(C(=O)C(OC(C)=O)c2ccccc2)CC1 (stereo unspecified) | 2
COc1ccc(C(C)=O)cc1COc1ccc(-n2cnnn2)cc1 | -1
COc1cccc(Oc2cncnc2-c2ccc(OC)cc2O)c1 | -1
O=C(Nc1ccc(N2CCCC2)c(Cl)c1)c1cccnc1 | -1
COc1ccc(OCCNc2cc(N3CCCCC3)ccc2[N+](=O)[O-])cc1 | 4
Cc1onc(-c2ccccc2Cl)c1C(=O)OCC(=O)Nc1ccc2c(c1)OCO2 | -1
COc1ccc(C)cc1NC(=S)N1CCN(S(C)(=O)=O)CC1 | 0
CCC(=O)Nc1cccc(NC(=S)NC(=O)c2cccs2)c1 | -5
COC(=O)CC1C(=O)NCCN1C(=O)NC1CCCCC1 (stereo unspecified) | -3
COc1ccc(C(=O)Nc2ccc3c(c2)nc(CN2CCN(C(C)=O)CC2)n3C)cc1 | 1
CC(=O)c1c(C(C)=O)c(C)n(-c2ccc(N)c(C)c2)c1C | 1
Cc1ccc(-n2nnnc2-c2cnc(-c3cccnc3)nc2C(F)(F)F)cc1 | 6
O=C(CSCc1ccccc1Cl)Nc1c[nH]c(=O)[nH]c1=O | -7
CCCC(=O)Nc1nnc(-c2ccco2)s1 | -1
Cn1c(=O)c2c(n(C)c1=O)=NC1(CCCCC1)N=2 | -5
Oc1ccc(C2=NNC(=NCc3ccc4c(c3)OCO4)SC2)c(O)c1 | -1
O=C(O)c1cccc(N2CCCCS2(=O)=O)c1 | 2
CC(=O)Nc1ccc(NC(=S)NC(=O)c2oc3ccccc3c2C)cc1 | -4
The list goes on:
SMILES | PglD inh
CCOC(=O)C1=C(C)Nc2ccc(C)cc2S1 | 1
O=S(=O)(Cc1ccccc1Cl)N1CCCCC1 | 4
CCCCn1nnnc1SCC(=O)N1CCOCC1 | -6
CCC12CC3CC(C1)CC(C(=O)O)(C3)C2 | 2
S=C(NNc1ccc2ccccc2c1)NC1CCCCC1 | -8
Cc1cc(C(C)(C)C)cc(S(=O)(=O)NCCO)c1C | 10
O=c1c2ccccc2c(-c2ccc(O)cc2)nn1-c1cccc(C(F)(F)F)c1 | 0
COc1ccc(Nc2oc(COc3ccc(OC)cc3)nc2C#N)cc1 | 2
CCOc1ccc(C(=O)NC(=S)NCc2cccnc2)cc1 | -3
O=c1oc(-c2ccccc2)nc2ccsc12 | 0
Cc1ccc(S(=O)(=O)N(CC(=O)NCCSCc2ccco2)c2cc(C)ccc2C)cc1 | -3
COc1ccc(-n2nnnc2SCC(=O)NC(=O)Nc2ccc3c(c2)OCCO3)cc1 | -5
Cc1ccc(CNc2nc3ccccc3s2)s1 | -3
COc1ccc2c(=O)c(-c3nc(C)cs3)coc2c1 | 3
Cc1cccc(C)c1OCC(=O)N=Nc1c(O)[nH]c2ccc(Br)cc12 | 3
Cn1nnnc1SCc1nc2ccccc2[nH]1 | -6
COc1cccc2cc(/C(C)=N/Nc3nc(-c4cc(C)ccc4C)cs3)c(=O)oc12 | -1
CC(=O)Nc1ccn(-c2ccccc2)n1 | -2
CCOC(=O)CSc1nc2ccccc2c(=O)n1C | -1
N#C/C(=C\c1cn(-c2ccccc2)nc1-c1ccccc1)S(=O)(=O)c1ccccc1 | -5
CC1(C)CC(=O)C=C(NCCCN2CCCC2=O)C1 | 2
Cc1ccc(C(=O)Nc2nc3ccccc3n2CCN2CCCC2)cc1 | -1
Cc1cc(C(=O)N2CCC(C(F)(F)F)n3nccc32)on1 (stereo unspecified) | 3
CC(=O)Nc1cccc(NC(=O)CSc2nnc(Cc3cccn3C)n2CCc2ccccc2)c1 | 3
CC(C)=CC(=O)OCC(=O)Nc1ccc(F)cc1Cl | -11

Reprinted at random: 7 entries already listed, in no set order.
SMILES | PglD inh
CC(=O)c1c(C)nc(-c2ccc(Cl)cc2)nc1NC(=O)C(C)C | 5
COc1ccc(-n2nnnc2SCC(=O)NC(=O)Nc2ccc3c(c2)OCCO3)cc1 | -5
CCn1c(C)cc(/C=C2\NC(=O)N(Cc3ccccc3)C2=O)c1C | 0
CCC12CC3CC(C1)CC(C(=O)O)(C3)C2 | 2
Cc1ccc(S(=O)(=O)N(CC(=O)NCCSCc2ccco2)c2cc(C)ccc2C)cc1 | -3
COCCOC(=O)c1[nH]c2c(c1C)C(=O)CC(c1ccc(N(C)C)cc1)C2 (stereo unspecified) | 3
CCOc1ccc(C(=O)NC(=S)NCc2cccnc2)cc1 | -3

An excerpt taken from the entries so far, for reference:
SMILES | PglD inh
Cc1cccc(C)c1OCC(=O)N=Nc1c(O)[nH]c2ccc(Br)cc12 | 3
Cn1nnnc1SCc1nc2ccccc2[nH]1 | -6
COc1cccc2cc(/C(C)=N/Nc3nc(-c4cc(C)ccc4C)cs3)c(=O)oc12 | -1

Later entries.
SMILES | PglD inh
CCOCC(=O)Nc1nc2ccc(S(C)(=O)=O)cc2s1 | -7
O=C(CCc1ccccc1)Nc1ccc2c(c1)OCCO2 | -3
Clc1ccccc1CO/N=C1\CCCc2nonc21 | 0
COC(=O)c1cn(-c2ccccc2)nc1-c1cccnc1 | -4
CC(=O)Nc1cccc(OCc2ccc(S(=O)(=O)Cc3ccccc3)cc2)c1 | 1
Cc1noc(C)c1C(=O)OCC(=O)Nc1cccc(S(=O)(=O)N(C)C)c1 | 1
N#C/C(=C(/O)COC(=O)CSc1ccc2ccccc2c1)c1nc2ccccc2[nH]1 | 0
CCCCC(CC)Cn1c(O)c(/C=C2\C=NN=C2c2ccccc2)sc1=S (stereo unspecified) | -7
Cc1ccc([N+](=O)[O-])cc1N/C=C1\CCc2ccccc2C1=O | 6
CCOc1cc(NC(=O)c2ccccn2)c(OCC)cc1NC(=O)CC(C)C | 2
O=C(NC1CCCC1)C(c1ccccc1)N(Cc1ccco1)C(=O)Cc1cccs1 (stereo unspecified) | -2
Cc1nc(C)c(C(=O)N/N=C/c2c[nH]c3ccccc23)s1 | 2
Clc1ccc2[nH]c3c(NCCCN4CCOCC4)ncnc3c2c1 | 5
Cc1ccc(C(=O)NCCSC(C)(C)C)cc1 | 3
COc1ccc(CC(=O)Oc2cc(C)[nH]c(=O)c2[N+](=O)[O-])cc1 | 6
CS(=O)(=O)N(Cc1ccccc1)c1ccc(C(=O)N2CCOCC2)cc1 | 1
COc1ccc(-c2nc3cc(NC(=O)c4ccc5c(c4)OCO5)ccc3o2)cc1 | 2
Clc1ccc(CO/N=C2\CCCc3nonc32)cc1 | 0
COc1ccc(N(CC(=O)Nc2ccc(C)c(C)c2)S(=O)(=O)c2c(C)n[nH]c2C)cc1 | 0
COc1cc(/C=N/N(C)c2ccccc2)ccc1O | 2
COc1ccc(-n2c(SCC(=O)N3CCCCC3C)nnc2-c2cccnc2)cc1 (stereo unspecified) | 2
CCCCc1ccc(NC(=O)COc2ccc(C(=O)Nc3ccccc3OCC)cc2)cc1 | 5
CC(C)CCNC(=O)CCCn1c(=O)[nH]c2ccc(Br)cc2c1=O | 8
CCN(CC)S(=O)(=O)c1ccc(OC)c(NC(=O)COc2ccc3c(C)cc(=O)oc3c2)c1 | 4
O=C(CCCSc1nc2ccccc2[nH]1)Nc1ccccc1 | -1
(next part)
SMILES | PglD inh
CCOC(=O)c1c(NC(=O)CSc2nnc(-c3ccccc3C)n2C)sc(C(C)=O)c1C | 5
COC(=O)CSc1nc(C)c(Oc2ccccc2)c(=O)[nH]1 | 5
COc1cc2ccccc2cc1C(=O)Nc1cccnc1 | 4
CCNc1nc(N)c(C(=C(C#N)C#N)c2ccccc2)s1 | 1
CC1CCN(S(=O)(=O)c2cc(C(=O)N3CCN(c4ncccn4)CC3)ccc2Br)CC1 | -3
O=C(NCCC1=CCCCC1)c1ccc(=O)oc1 | -4
O=C(Nc1ccc2nc3n(c(=O)c2c1)CCCC3)c1cc([N+](=O)[O-])ccc1F | -11
O=C(CCc1ccccc1)NCCCN1CCOCC1 | 0
CCOC(=O)C1=C(C)N(c2ccccc2)C(=O)NC1c1cccc([N+](=O)[O-])c1 (stereo unspecified) | 21*
CC(C)(C)NC(=O)CN(Cc1cccs1)C(=O)c1csnn1 | 3
COCCNC(=O)C(c1ccco1)N(Cc1ccc(OC)cc1)C(=O)Cn1nnc2ccccc21 (stereo unspecified) | 2
Fc1ccc(Nc2cccc3nccnc23)cc1 | 4
CCCc1nnc(NC(=O)c2ccc([N+](=O)[O-])cc2)s1 | -3
CCOC(=O)c1ccc(NC(=O)c2cccc(S(=O)(=O)N3CCOCC3)c2)cc1 | -1
COc1ccc(-c2coc3cc(OC)cc(O)c3c2=O)cc1 | 3
CCN(CC)CCN1C(=O)c2ccccc2NC1c1ccc(N(C)C)cc1 (stereo unspecified) | -6
CCNC(=O)NC(=O)CSc1ccccc1F | -3
NC(=O)c1ccccc1NC(=O)/C=C/c1ccc(Cl)cc1 | -1
N#CCCn1ncn(-c2ccccc2)c1=S | -1
CCOC(=O)c1ccc(NS(=O)(=O)c2ccc3c(c2)CCCN3C(C)=O)cc1 | -2
CC(=O)Nc1ccccc1-c1nc2ccccc2nc1OCC(=O)c1ccc(Br)cc1 | 5
Cc1n[nH]c(C)c1CCc1nc2c3ccccc3nc(SCC(=O)Nc3ccccc3F)n2n1 | 1
COc1ccc([N+](=O)[O-])cc1NC(=O)Cn1ccsc1=N | 6
Cn1cc(C2CC(c3ccccc3)=NN2C(=O)c2ccccc2)c2ccccc21 (stereo unspecified) | -2
CCC(CC)C(=O)Nc1ccc(C(=O)c2ccccc2)cc1 | -5
Other entries
SMILES | PglD inh
O=C(NCCCn1ccnc1)/C(=C\c1cccnc1)NC(=O)c1ccccc1Br | 2
CCCCNS(=O)(=O)c1ccc2nc(SCC(=O)Nc3sccc3C#N)[nH]c2c1 | -3
CC(C)N(C(=O)CSc1nnc(NC(=O)C2CCC2)s1)C(C)C | 0
CC(C)c1onc(C(=O)N2CCCCC2C)c1[N+](=O)[O-] (stereo unspecified) | 0
C#CCOCCOCCOCCNc1nc(N2CCN(C(=O)[C@H](CCCCN)n3cc([C@@H](N)C(C)CC)nn3)CC2)nc(N2CCN(C(=O)[C@H](Cc3ccc(O)cc3)n3cc([C@@H](N)C(C)CC)nn3)CC2)n1 (stereo partly specified) | -5
COCCn1c(CCC(=O)O)nc2c1c(=O)[nH]c(=O)n2CC(C)C | -4
COc1ccccc1CNc1nc2nc(C)cc(=O)n2[nH]1 | -5
CCN(CC)c1ccc(C(=O)Nc2cccc(F)c2)cc1 | -1
COCCN(CC(=O)NCc1ccc2c(c1)OCO2)C(=O)CCC(=O)Nc1nccs1 | 7
COc1ccc(OC)c(S(=O)(=O)N2CCC(C(=O)NCc3ccccc3OC)CC2)c1 | -6
Cc1cc(Br)ccc1SCC(=O)OCC(=O)Nc1ncc(C(F)(F)F)cc1Cl | 0
O=C(NCCc1ccccc1)c1ccco1 | -2
COc1ccc(C(CC(=O)Nc2ccc(Cl)cc2F)NC(=O)C(F)(F)F)cc1 (stereo unspecified) | -1
C/C=C/c1ccc(OCCCCn2cncn2)c(OC)c1 | 3
Cc1cc(C)n2c(SCc3ccccc3Cl)nnc2n1 | 1
COc1cc(CNc2ccc3[nH]c(=O)[nH]c3c2)cc(Br)c1OCC(=O)NC(C)(C)C | 0

Not all compounds are listed; the hit share may differ from the screen's.
